Assay outcomes from PubChem.
FXN GAA850 act – frataxin GAA850 promoter activation; activation, % at 6 µM; HEK293 lucGAA850 FXN promoter luciferase reporter, 24 h; percent of 10 µM SAHA response; AID 540364; 360,000 compounds, 0.56% hits;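 active = activation above the average of all compounds screened plus 3 SD, cutoff fixed separately per campaign, cut at about 7.5% in these data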;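 note: 0% = DMSO wells and 100% = 10 µM SAHA wells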
DAX1 inh-1 – inhibits human nuclear receptor DAX1; P51843; HEK293 Gal4-DAX1 luciferase reporter, luminescence; inhibition, % at 6.75 µM; 340,000 compounds, 0.99% hits; AID 504766;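 active = inhibition above the mean over all tested compounds plus 3 SD, cut at about 4.2% in these data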;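 note: 0% = DAX1-transfected cells with DMSO and 100% = empty-vector control cells with DMSO; inhibition shows as a rise in luminescence from relieved DAX1 repression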
Target sequence (P51843 207-470 limits assumed): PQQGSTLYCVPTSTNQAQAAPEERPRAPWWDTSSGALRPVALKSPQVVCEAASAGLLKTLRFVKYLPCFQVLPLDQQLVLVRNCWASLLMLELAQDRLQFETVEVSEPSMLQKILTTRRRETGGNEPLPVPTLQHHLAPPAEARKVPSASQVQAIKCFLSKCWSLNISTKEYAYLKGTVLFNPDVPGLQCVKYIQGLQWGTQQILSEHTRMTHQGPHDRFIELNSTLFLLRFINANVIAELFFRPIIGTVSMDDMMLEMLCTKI
hcDAF-12 act – activates DAF-12 receptor from parasite H. contortus; activation, % at 6.8 µM; 370,000 compounds, 1.4% hits; HEK293 hcDAF-12 lit1-tk-luc reporter, luminescence; 0% DMSO, 100% Δ7-dafachronic acid;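 active = activation above the mean of all tested compounds plus 3 SD, cut at about 5.5% in these data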;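 note: 100% = response to 3 µM Δ7-dafachronic acid high control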
sPLA2-III inh – Inhibits HGIII-sPLA2 liposome hydrolysis, primary screen; Q9NZ20; QFRET BODIPY PC-A2 liposome hydrolysis, fluorescence; inhibition, % at 12.2 µM; 370,000 compounds, 0.56% hits;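 active = inhibition above mean plus 3 SD of compounds lying within the high and low control bounds, cut at about 19% in these data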;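 note: 0% = median of test compound wells and 100% = no enzyme DMSO wells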
Target sequence (Q9NZ20 whole entry, looked up): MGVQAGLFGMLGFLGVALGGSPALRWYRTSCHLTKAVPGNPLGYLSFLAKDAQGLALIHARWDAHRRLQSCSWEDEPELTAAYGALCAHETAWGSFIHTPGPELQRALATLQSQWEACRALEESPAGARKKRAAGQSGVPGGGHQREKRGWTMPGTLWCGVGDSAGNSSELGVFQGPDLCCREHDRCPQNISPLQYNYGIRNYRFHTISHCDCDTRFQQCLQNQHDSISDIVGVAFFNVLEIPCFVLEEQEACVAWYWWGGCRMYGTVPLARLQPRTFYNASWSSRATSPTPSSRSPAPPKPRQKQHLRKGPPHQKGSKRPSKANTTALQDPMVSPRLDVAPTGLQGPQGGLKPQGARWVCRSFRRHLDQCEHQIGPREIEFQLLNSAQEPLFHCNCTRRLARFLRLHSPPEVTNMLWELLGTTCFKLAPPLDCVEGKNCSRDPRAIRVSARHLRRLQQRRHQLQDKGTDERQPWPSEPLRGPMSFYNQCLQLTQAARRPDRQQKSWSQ
ssDAF12 agonist – activates DAF-12 receptor from parasite S. stercoralis; HEK293 ssDAF-12/GRIP1 lit1-tk-luc reporter, luminescence; % of 3 µM dafachronic acid response; activation, % at 6.8 µM; 370,000 compounds, 1% hits; AID 652126;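 active = activation above the mean over all tested compounds plus 3 SD, cut at about 0.9% in these data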;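 note: 0% = DMSO-only wells and 100% = 3 µM delta7-dafachronic acid wells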
PG9 Ab binder – small molecules binding HIV-1 gp120 antibody PG9 | AID 624416 | TR-FRET gp120-PG9 antibody binding | inhibition, % at 6.7 µM | 360,000 compounds, 0.43% hits; in the data active = inhibition above about 8.5%
hgDAF-12 ag – agonists of H. glycines DAF-12 nuclear receptor | activation, % at 6.8 µM | 370,000 compounds, 1.8% hits | AID 687014 | HEK293 GAL4-hgDAF12 UAS-luciferase reporter, agonist luminescence; normalized to butyrate control;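 active = activation above a cutoff set at the mean of all screened compounds plus 3 SD, cut at about 10% in these data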;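 note: 0% = DMSO wells and 100% = sodium butyrate wells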
SMARCA2 activ – increases SMARCA2 function in MMTV reporter cells; MG213 cells, MMTV-luciferase reporter, dexamethasone, overnight; activation, % at 9.1 µM; 370,000 compounds, 1% hits; AID 652017; in the data active = activation above about 7.8%;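 note: 0% = vehicle wells and 100% = reference activator wells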
DAX1 inh-2 – DAX1 (NR0B1) inhibition, primary screen; HEK293T StAR-luciferase reporter, SF-1/DAX-1 repression relief; inhibition, % at 6.8 µM; 370,000 compounds, 1.1% hits; AID 652010;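 active = inhibition above the mean over all tested compounds plus 3 SD, cut at about 3.6% in these data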;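 note: 0% = DAX-1 cells with DMSO and 100% = cells lacking DAX-1 with DMSO; higher inhibition means more luminescence from relief of DAX-1 repression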
PLC-beta3 inh – PLC-beta3 (human) inhibition, primary screen; Purified PLC-beta3, fluorogenic substrate, fluorescence; AID 720704; inhibition, % at 12.2 µM; 370,000 compounds, 0.18% hits; in the data active = inhibition above about 11%;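 note: 0% = median of compound wells on plate and 100% = full blocker control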
NR1D1 modulator – Rev-erb alpha (human) modulation; P20393; Rev-erbα–FITC-DNA binding, fluorescence polarization, 90 min; activity, % at 10 µM; 370,000 compounds, 0.79% hits;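 active = activity above about 14%, limit read from the data; passing the limit was not always enough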;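 note: 0% = DMSO wells with 35 nM protein and 100% = DMSO wells with 750 nM protein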
* = called active by the depositor; x = not tested or not shown; & = joins results of further samples.

SMILES | FXN GAA850 act | DAX1 inh-1 | hcDAF-12 act | sPLA2-III inh | ssDAF12 agonist | PG9 Ab binder | hgDAF-12 ag | SMARCA2 activ | DAX1 inh-2 | PLC-beta3 inh | NR1D1 modulator
O=C(c1nc2ccccn2c1CN1CCCC(O)C1)N1CCN(C2CCCCC2)CC1 (stereo unspecified) | 2.4 | 1.6 | -0.6 | 2 | -1.2 | 1.9 | -0.6 | -3 | 0.0 | -18 | -5
OCC1(O)OC[C@@H](O)[C@H]1O (stereo partly specified) | -1.1 | 2.7 | 0.4 | 12 | -0.3 | 0.5 | -0.5 | -4 | -0.5 | 7 | -9
CN(C)CCCN(C(=O)c1ccc(S(=O)(=O)N(C)C)cc1)c1nc2ccc(F)cc2s1 | 1.3 | 0.0 | 0.8 | -7 | -1.1 | -2.2 | 1.0 | 3 | 0.4 | -3 | -4
NS(=O)(=O)c1cccc(NS(=O)(=O)c2cccc(C(F)(F)F)c2)c1 | -0.6 | -0.3 | -0.6 | 0 | -2.0 | 0.0 | -1.8 | -3 | 0.4 | -2 | 3
CC1(C)CC(NCc2ccccc2)CCO1 (stereo unspecified) | -0.2 | -0.3 | 0.2 | -3 | 0.1 | -0.6 | 2.2 | -5 | 0.5 | 1 | -5
COc1c(S(=O)(=O)NCCN2CCOCC2)ccc(Cl)c1Cl | 1.7 | 0.7 | -1.5 | 0 | -1.1 | -0.7 | 1.0 | -2 | -0.1 | 4 | 1
COc1ccc2c(CN3CCN(c4ccc(Cl)c(Cl)c4)CC3)cc(=O)oc2c1 | x | x | 0.6 | 1 | -0.8 | 1.4 | -1.7 | -4 | -2.6 | -10 | 2
CCOC(=O)c1sc2cc([N+](=O)[O-])cc(SCC(C)C)c2c1N | -0.8 | 2.0 | -1.4 | 4 | -1.5 | 0.3 | 4.2 | -1 | -0.3 | 1 | 2
C[C@H]1CN([C@@H](C)CO)S(=O)(=O)c2ccc(Br)cc2O[C@@H]1CN(C)S(=O)(=O)c1ccccc1F | x | x | -0.4 | 0 | -0.6 | -1.3 | 1.7 | -3 | 0.0 | 1 | 2
Cc1cc(C(=O)CSc2nc(N)cc(=O)[nH]2)ccc1F | 0.7 | 3.0 | -0.9 | -17 | -1.5 | -0.9 | -1.2 | -1 | -0.2 | -7 | -1
CCCCc1ccc(NC(=S)NCCc2ccc(F)cc2)cc1 | -2.3 | -0.9 | -1.1 | -4 | -1.6 | -0.7 | -0.7 | 2 | -0.3 | 1 | 5
CCN1CCCC(OC(=O)C(c2ccccc2)c2ccccc2)C1 (stereo unspecified) | 0.2 | 0.8 | -0.2 | -9 | -1.0 | -2.0 | -1.2 | -3 | 0.4 | 3 | 8&0
CC(C)c1ccc(CN(C)C(=O)c2ccc(S(=O)(=O)NCc3ccco3)cc2)cc1 | -1.4 | -1.7 | -2.8 | -27 | -2.0 | -1.2 | -4.1 | -5 | -3.9 | -7 | -2
Nc1nc2ccc(Oc3ccccc3)cc2s1 | 5.3 | 0.4 | 1.3 | 1 | 0.0 | 1.2 | 12* | 4 | 1.3 | -2 | 4
CCn1c(SCC(=O)Nc2nnc(C)s2)nnc1-c1ccco1 | -0.3 | -0.5 | 0.9 | 2 | -1.0 | 1.3 | 0.0 | -4 | 0.3 | 5 | 2
Cn1c(=O)n(C)c2cc(C(=O)Nc3ccc(Br)cc3)ccc21 | 1.8 | 4.8* | 2.2 | -1 | -0.9 | -1.5 | -1.2 | 0 | 0.1 | 5 | 3
Cc1cccc(OC(=O)CCN2C(=O)C3C4C=CC(C5CC45)C3C2=O)c1C (stereo unspecified) | 1.5 | 0.3 | 0.5 | 0 | -1.4 | -2.5 | 1.6 | 0 | -0.2 | 1 | -8
O=C(NCc1cccs1)c1ccc(CS(=O)Cc2ccc(Cl)cc2)o1 (stereo unspecified) | -1.0 | 1.7 | -0.9 | 2 | -2.0 | -1.0 | 2.5 | -4 | -0.8 | 1 | -9
Cc1oc2c(c1C(=O)NCc1cc(C(=O)O)co1)CCCC2 | -0.8 | 0.0 | 0.0 | 0 | -0.9 | 0.1 | 0.2 | 0 | 0.2 | -3 | 6
Cc1cc(C)n(CCc2nc(-c3ccc(C(C)(C)C)cc3)cs2)n1 | -1.5 | -1.8 | -2.6 | -3 | -2.0 | -1.5 | -4.1 | -6 | -0.4 | 5 | 2
O=C(Nc1ccc(Br)cc1Cl)c1ccc(OCC2CCCO2)cc1 (stereo unspecified) | 2.9 | 0.3 | -1.5 | -1 | -1.0 | -2.0 | 7.3 | -3 | 1.1 | -7 | -2
COc1ccc(NC(=O)COC(=O)C2CC2)cc1S(=O)(=O)N1CCCCC1 | 0.8 | 0.4 | -0.8 | 4 | -1.2 | 0.1 | -1.8 | -1 | 1.6 | -11 | 4
O=CNCCCc1nc2ccccc2n1Cc1cccc2ccccc12 | 2.2 | -1.5 | -0.3 | -2 | -1.1 | -3.1 | -2.9 | 0 | 0.4 | 0 | 5
Cc1ccc(C(=O)NC(=S)Nc2nc(-c3cccc([N+](=O)[O-])c3)cs2)c(Cl)c1 | 1.2 | -0.7 | -1.9 | 6 | -1.5 | 1.6 | -4.0 | -3 | -0.1 | -8 | -2
C=CCOC(=O)C1C(=O)CC(C)(O)C(C(=O)OCC=C)C1c1ccc(OCC)cc1 (stereo unspecified) | 0.1 | 0.4 | -0.2 | 2 | -1.5 | -1.0 | -1.0 | 0 | -0.9 | -1 | -1

Next section
SMILES | FXN GAA850 act | DAX1 inh-1 | hcDAF-12 act | sPLA2-III inh | ssDAF12 agonist | PG9 Ab binder | hgDAF-12 ag | SMARCA2 activ | DAX1 inh-2 | PLC-beta3 inh | NR1D1 modulator
CCCCN(CCCC)CC(O)COc1ccc(Br)cc1 (stereo unspecified) | 1.9 | 0.9 | 0.1 | 14 | -1.8 | -1.2 | 3.1 | -3 | 0.7 | -3 | 3
Cc1cccc(C)c1NC(=O)CN(Cc1ccccc1)Cc1ccccc1 | x | x | -2.3 | -2 | -0.8 | 0.0 | -0.8 | -6 | -0.7 | -4 | -4
CC(C)[C@H](NC(=O)c1ccc([N+](=O)[O-])cc1Cl)C(=O)N1CCN(C/C=C/c2ccccc2)CC1 | -2.1 | -1.8 | -1.9 | -12 | -1.2 | 0.6 | -5.0 | -2 | -4.0 | 2 | -11
CCCCCC(=O)Nc1cc2[nH]c(=O)cc(COC)c2cc1C | -0.5 | 0.1 | -0.7 | 4 | -1.9 | 0.5 | -2.1 | -5 | -0.5 | -8 | -4
CCCCn1nnnc1C1(C)CCC(=O)N1CCOc1ccccc1 (stereo unspecified) | x | x | -0.2 | 8 | -1.4 | 0.2 | -2.7 | -5 | -0.4 | 0 | -7
c1ccc(-c2nc(C3CCCCC3)no2)cc1 | 2.8 | 0.1 | 1.9 | 4 | -1.0 | -0.5 | 1.6 | -3 | 0.2 | 0 | 0
CC(=O)Nc1ccc(C(=O)N2CCCC(c3cc(C(=O)Nc4ccccc4)no3)C2)cc1 (stereo unspecified) | -5.6 | x | -3.6 | -10 | -1.5 | -0.3 | -5.1 | -4 | -2.6 | 4 | -6
NNC(=O)c1ccc(COc2ccccc2)cc1 | 0.6 | 1.4 | -1.3 | -4 | -1.9 | -3.5 | 1.0 | 0 | -0.3 | -1 | 6
O=C(OCCCc1ccncc1)c1ccc(S(=O)(=O)N2CCOCC2)cc1 | 1.4 | -1.2 | 1.5 | -2 | 0.0 | -0.7 | -1.0 | -3 | 0.7 | 0 | -6
CC(C)(C)CC(=O)Nc1nnc(C(F)(F)F)s1 | -0.9 | 0.8 | -0.6 | 2 | -1.1 | 0.2 | -1.4 | -5 | 0.2 | 1 | 1
COc1cc(C2Nc3ccccc3C(=O)N2NS(C)(=O)=O)ccc1O (stereo unspecified) | 0.9 | 0.2 | 0.9 | 14 | -1.6 | 2.3 | -2.5 | -4 | 0.0 | -420 | -2
O=C(O)CC(NCc1ccco1)C(=O)Nc1cccc(O)c1 (stereo unspecified) | -0.9 | 3.3 | 0.8 | -4 | -1.2 | 1.4 | 0.7 | -1 | 0.2 | -8 | -9
CCC[C@H]1[C@@H](NC(=O)C(c2ccccc2)c2ccccc2)CC[C@@]23CCCN2C(=O)CCC[C@@H]13 | x | x | -1.5 | -22 | -1.7 | x | -0.2 | x | x | -1 | -4
CN(C)CCNC(=O)C1CC(=O)N(c2ccc(F)c(Cl)c2)C1 (stereo unspecified) | 3.4 | 0.8 | -1.0 | -3 | -1.5 | -0.6 | -1.2 | -3 | 0.4 | 2 | -3
CC(C)N1CCN(Cc2nc3ccccc3s2)CC1CCO (stereo unspecified) | -0.6 | -1.3 | 3.2 | 1 | 0.4 | -3.8 | -1.1 | -3 | 0.1 | -1 | 3
Oc1ccc(/C=N/Nc2cc(N3CCOCC3)nc(N3CCOCC3)n2)cc1O | 2.0 | -1.9 | -4.3 | -17 | -1.6 | -5.7 | -3.5 | -2 | -1.7 | -44 | -3
COc1ccccc1C(=O)NC(=O)COC(=O)/C(=C/c1ccccc1)NC(C)=O | 1.4 | 0.1 | 0.2 | 0 | -0.8 | -2.8 | 3.2 | -2 | 0.6 | -4 | -2
CC1CN(c2ncnc3c2c(-c2ccccc2)cn3-c2ccc(F)cc2)CC(C)O1 (stereo unspecified) | 3.4 | -0.8 | -0.1 | 2 | -1.7 | 0.3 | -4.1 | -2 | -1.6 | -10 | 4
O=C(Nc1ccc(F)cc1F)c1ccc(-n2cccn2)c([N+](=O)[O-])c1 | 3.0 | 0.1 | -0.3 | 1 | -1.2 | -2.0 | 2.0 | -4 | 0.9 | 3 | 0
CN(CC(=O)Nc1ccc(Cl)c(C(F)(F)F)c1)C(=O)c1ccc2c(c1)NC(=O)CS2 | 1.1 | 0.6 | 0.1 | -30 | -1.0 | 0.9 | -0.2 | -1 | -1.3 | -8 | 3
O=C1C=C(c2cc3ccccc3s2)C[C@@H](c2ccc3c(c2)OCO3)C1 | -0.5 | 0.2 | -2.0 | 4 | -0.9 | -0.3 | 1.6 | -1 | 0.0 | -3 | 2
